West Nile antiviral = West Nile virus antiviral activity, cell-based, CPE readout (AID 1621); CPE inhibition, % at 10 µM, or IC50 in µM where a hit was titrated; 290,000 compounds, 0.02% hits; West Nile virus-infected cells, CPE inhibition; higher % means a stronger effect; in the data active means a potency from the dose series; inconclusive means CPE inhibition mostly from about 3.7% at the one dose, without a potency; inactive means the rest, 99 in 100 with CPE inhibition below about 2.2%; further: strong numbers were not always called active
WT yeast gro inh = growth inhibition of WT strain, primary screen, mitochondrial fusion inhibitor project, WT and mutant strains, chemical genetic. mitochondrial fusion phenotypic screen. inhibition, % at 10 µM. 190,000 compounds, 2.1% hits. AID 1362, 2008; in the data active means inhibition above about 58%; tested in S. cerevisiae
T cell HTS = modulators of CD8 T cell-vesicle binding, primary screen, mouse 2C CD8+ T cells, flow cytometry; 2C CD8+ T cell-vesicle binding; stronger effect = lower value; 330,000 compounds, 0.068% hits; calls only at 7 µM;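 active means response, share of CD8 T cells binding vesicles, and their 90th percentile fluorescence all below set limits, cut at about 80% in these data, passing the limit was not always enough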
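incubation = binding step 1.5 h, 37 °C, antibody labelling 20 min, ice | test system = 2C mouse CD8+ T cells | read-out basis = percent CD8+ FL2 mean versus row control | controls = Peptide-free naked vesicles (low) and QL9 vesicles with 0.7% DMSO vehicle (high) | detection = flow cytometry of vesicle-bound cells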
RSV CPE inhibition = RSV antiviral activity via CPE protection, HEp-2 cells, primary 10 µM value included (AID 2391); 310,000 compounds, 0.13% hits; CPE inhibition, % at 10 µM, or IC50 in µM where a hit was titrated; HEp-2 cells, RSV-induced CPE inhibition; higher % means a stronger effect; in the data active means a potency from the dose series; inconclusive means CPE inhibition mostly from about 23% at the one dose, without a potency; inactive means the rest, 99 in 100 with CPE inhibition below about 21%; further: strong numbers were not always called active
SV40 large T antigen = SV40 large T antigen inhibitors, biochemical (AID 1903); SV40 large T antigen ATPase/helicase inhibition assay; higher % means a stronger effect; inhibition, % at 20 µM, or IC50 in µM where a hit was titrated; 310,000 compounds, 0.39% hits; in the data active means a potency from the dose series; inconclusive means inhibition mostly from about 32% at the one dose, without a potency; inactive means the rest, 99 in 100 with inhibition below about 32%; further: strong numbers were not always called active
PhoP inhibition = inhibitors of PhoP regulon expression, primary screen, Salmonella Typhimurium, GFP reporter (AID 1863); 300,000 compounds, 0.16% hits; S. Typhimurium PhoP-regulated promoter GFP reporter, 4 h; higher % means a stronger effect; inhibition, % at 50 µM, or IC50 in µM where a hit was titrated;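 active means inhibition over 29.93%, a cutoff 3 SD above the screen mean, later confirmed by dose response; inconclusive means inhibition over 29.93% but no dose response follow-up; inactive means inhibition at most 29.93% or unconfirmed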;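 further: 0% = low Mg2+ inducing control and 100% = high Mg2+ repressing control; strong numbers were not always called active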
b-catenin transl = modulators of beta-catenin nuclear translocation, primary screen, imaging, HeLa cells, immunofluorescence, high-content; nuclear translocation activity, % at 5 µM; 190,000 compounds, 0.3% hits;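 active means nuclear translocation activity above 50% at 5 µM, with a well cell count of 50 or more; inconclusive means wells under 50 cells across six images, flagged as toxic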;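 further: per-cell ratio of nuclear to cytoplasmic median beta-catenin stain intensity; plate controls were DMSO negative control for no effect and GSK-3 inhibitor IX positive control for full effect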
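Test system: human HeLa cells, endogenous beta-catenin. Times: 24 h compound exposure, 37°C. Measured by: beta-catenin immunofluorescence imaging with DAPI.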
MgcRacGAP inhibition = MgcRacGAP GTPase-activating activity inhibitors, confirmation, biochemical, ADP Hunter fluorescence; MgcRacGAP-stimulated Rac1 GTP hydrolysis, ADP Hunter fluorescence; higher % means a stronger effect; GST-tagged Rac1 F28L mutant substrate; 340,000 compounds, 0.6% hits; one-dose inhibition, % at 30 µM; IC50 in µM for titrated hits; Rac GTPase-activating protein 1 (Homo sapiens);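 active means first-screen hits whose inhibition reached a set limit at any dose in the follow-up dose series; inconclusive means inhibition above the set first-screen limit but never retested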;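 further: fluorescence reports GDP produced by GAP-driven GTP hydrolysis; strong numbers were not always called active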
Myeloid diff MLP = induction of myeloid progenitor differentiation, primary screen, cell-based, flow cytometry, MLPCN library | ER-HoxA9 myeloid progenitors, lysozyme-GFP differentiation | calls only at 10 µM | 360,000 compounds, 1% hits | AID 624256, 2012;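 active means normalized GFP-positive differentiation at or above the plate's own cutoff, the solvent-only control mean plus 3 SD; inconclusive means no clear call, values can overlap the other calls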;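 further: cells exposed to compound for four days before flow analysis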
WT yeast gro inh mutant strain = also measured in WT yeast gro inh; calls as there; inhibition, %; mitochondrial fusion phenotypic screen, mutant strain inhibition
b-catenin transl cell count 5 µM = recorded beside b-catenin transl, whose call it bears; cell count; measured here: cell count, cytotoxicity flag
T cell HTS vesicle-bound % = also measured in T cell HTS; calls as there; double positive events, %; measured here: CD8+ vesicle-bound cell fraction;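 binding gate set so that unloaded-vesicle control wells show 10% double positive cells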
Myeloid diff MLP GFP+ MAC1+ % = also measured in Myeloid diff MLP; calls as there; GFP+ MAC1+ double positive, %; measured here: differentiation confirmed by MAC1 staining
* hit, by the source's call; i = inactive; ? = inconclusive; · = not tested or not shown; & = joins results of further samples.

SMILES	West Nile antiviral	WT yeast gro inh	WT yeast gro inh mutant strain	T cell HTS	T cell HTS vesicle-bound %	RSV CPE inhibition	SV40 large T antigen	PhoP inhibition	b-catenin transl	b-catenin transl cell count 5 µM	MgcRacGAP inhibition	Myeloid diff MLP	Myeloid diff MLP GFP+ MAC1+ %
Cc1ccc(-c2nnc(SCC(=O)Nc3nc4c(s3)CCCC4)n2C)cc1	-1.1%	·	·	i	19	2.1%	15%	0%	2.1	899	11%	i	5.8
O=C(CSc1nnc2ccccn12)c1ccc(Cl)cc1	-0.4%	2	-3	i	23	0.0%	7%	4%	0.3	577	2%	i	0.5
COc1ccc(-c2cc(C(=O)NNC(=O)c3csc(N4CCOCC4)n3)c3ccccc3n2)cc1	·	·	·	i	36	-0.8%	14%	-12%	·	·	4%	i	0.5
O=C(N/N=C/c1ccncc1)NC1CCCCC1	0.3%	-21	8	i	20	3.0%	9%	1%	-1.9	1061	6%	i	0.3
Cc1ccc2c(C(=O)CN3CCCCC3CCO)c(C)[nH]c2c1 (centres undefined)	1.2%	-8	-10	i	25	1.1%	17%	-18%	-0.9	827	14%	i	1.1
C=CCN(C(=O)CCC(=O)Nc1cc(C)on1)C(C(=O)NC1CCCC1)c1cccnc1 (centres undefined)	0.0%	-5	-13	i	61	0.6%	3%	2%	0.5	1181	8%	i	0.3
Cc1cc(C)c(N)cc1C	·	·	·	i	24	1.9%	·	·	·	·	5%	i	0.8
CN(CCC1CCOCC1)Cc1cn[nH]c1-c1ccc(-c2ccccc2)cc1	3.0%	-1	-3	i	43	-1.9%	14%	5%	-0.1	1580	7%	i	0.4
COc1ccc(C(=O)Nc2cccc3nc(C)ccc23)c(OC)c1	-0.1%	·	·	i	55	3.6%	2%	3%	·	·	8%	i	0.2
OCC[C@H]1C[C@H](O)[C@@H](O)[C@]2(Cc3ccccc3CCO2)O1	·	·	·	i	18	0.3%	6%	8%	·	·	4%	i	1.9
COc1ccccc1C1CCN(c2ccc(CO)cc2[N+](=O)[O-])CC1	-1.3%	·	·	i	57	16%	4%	4%	-0.7	1106	15%	i	0.8
Cc1cc(SCC(=O)Nc2ccccc2)n2ncc(-c3ccccc3)c2n1	-0.2%	·	·	i	42	3.6%	3%	-13%	-1.3	1326	5%	i	0.8
O=C(O)c1cc(O)c2c(c1)[C@@H]([C@H]1c3cc(C(=O)O)cc(O)c3C(=O)c3c(O[C@@H]4O[C@H](CO)[C@@H](O)[C@H](O)[C@H]4O)cccc31)c1cccc(OC3O[C@H](CO)[C@@H](O)[C@H](O)[C@H]3O)c1C2=O (some centres undefined)	·	·	·	i	31	11%	12%	39%	·	·	12µM*	i	2.1
CCC(C)(c1ccc(C=O)s1)c1ccc(C=O)s1	0.0%	3	2	i	26	1.4%	4%	0%	·	·	6%	i	2.1
COC(=O)CC1=C(C(=O)OC)C(c2cccc(OCC(N)=O)c2)C(C#N)=C(N)O1 (centres undefined)	0.0%	-8	-14	i	46	1.5%	4%	3%	1.4	1405	10%	i	0.9
CN(c1ccccc1C(=O)Nc1ccc2c(c1)n(C)c(=O)n2C)S(C)(=O)=O	-0.8%	·	·	i	54	0.2%	11%	-4%	·	·	5%	i	0.4
CCS(=O)(=O)c1c([N+](=O)[O-])ncn1C	-0.2%	-10	-17	i	50	0.7%	9%	10%	-0.9	1008	0%	i	0.1
Cc1onc(-c2c(Cl)cccc2Cl)c1C(O)c1ccc(F)cc1 (centres undefined)	-0.1%	·	·	i	20	3.5%	2%	4%	·	·	6%	i	0.4
CC(=O)c1c(C)[nH]c(C(=O)Nc2cccc(S(=O)(=O)N(C)C)c2)c1C	0.0%	8	-1	i	35	-0.6%	4%	-6%	1.0	1082	2%	·	·
COc1ccc(NC(=O)CSC2=C(C#N)C(c3ccco3)C(C(=O)Nc3nc4ccccc4s3)=C(C)N2)cc1 (centres undefined)	1.1%	·	·	i	10	6.8%	·	·	·	·	9%	i	1.4
Cc1c(-c2ccc(Cl)cc2)oc(=O)c2c(N)n(-c3ccccc3)nc12	-0.1%	-15	-6	i	58	1.6%	-2%	-9%	2.8	1114	1%	i	2.2
CCC(NC(=O)CCl)c1ccc(C)cc1 (centres undefined)	-0.8%	-6	-5	i	52	0.6%	1%	2%	3.2	924	0%	i	1.5
C=C(C)CN(CC)C(=O)CSc1nc2ncc(Cl)cc2[nH]1	·	-1	-6	i	34	1.0%	·	0%	-1.8	1012	3%	i	0.3
O=C(O)CC1(CC(=O)Nc2ccc3ccccc3n2)CCCCC1	0.1%	·	·	i	59	4.2%	11%	-12%	0.5	1253	·	i	0.0
Cc1cccc(OCc2ccc(C(=O)Nc3ccc(F)cc3)cc2)c1	0.9%	-7	1	i	44	?	-1%	-16%	-0.9	1173	7%	i	0.4
Cc1cccc(N(CC(=O)O)CC(=O)O)c1	-0.6%	-8	6	i	42	1.5%	7%	11%	·	·	4%	i	0.1
Nc1cc(=O)[nH]c(SCCSc2ccccc2)n1	-0.1%	·	·	i	48	-1.9%	9%	-6%	·	·	8%	i	0.4
Nc1c(-c2ccc(Cl)cc2)cnc2c(-c3ccccc3)cnn12	-0.5%	·	·	i	60	2.3%	2%	6%	·	·	·	i	0.5
Cc1nnc(NCCN2CCOCC2)[nH]c1=O	0.3%	1	1	i	39	2.2%	10%	-5%	0.6	964	4%	i	0.1
Cc1cccc(OCC(=O)Nc2c3c(nn2C(C)(C)C)CS(=O)(=O)C3)c1	-0.2%	·	·	i	18	1.5%	11%	-4%	·	·	3%	i	1.7
O=c1cc(CO)oc(C(Nc2ccccn2)c2ccsc2)c1O (centres undefined)	0.6%	-16	-21	i	57	0.5%	7%	-7%	-1.0	792	·	·	·
CCOc1ccc(OCc2cccc(C(=O)N/N=C/c3cccnc3)c2)cc1	-0.5%	31	-1	i	47	10.0%	7%	-3%	-0.7	1012	7%	i	1.8
CC(C)CCNC(=O)c1c(CSc2ccccc2)noc1C(=O)NCc1ccccc1	-0.2%	·	·	i	41	0.6%	9%	-2%	-2.3	1152	1%	i	2.3
Cc1cc(NC(=O)CSc2nc3ccccc3c(=O)n2C2CCCC2)no1	2.1%	16	10	i	50	-2.1%	3%	7%	·	·	12%	?	·
O=C(N/N=C/c1ccc(Cl)c([N+](=O)[O-])c1)c1cc(-c2ccc3c4c(cccc24)CC3)n[nH]1	0.8%	·	·	i	55	?	8%	0%	-1.2	1335	3%	i	0.0
CC1=C(C#N)CCC(=O)N1Cc1ccc(C)cc1	0.4%	-12	38	i	57	0.4%	-3%	0%	2.2	1362	4%	i	1.6
NNC(=O)CSc1nc(-c2ccccc2)nc2c1CCCC2	-0.3%	-8	17	i	49	5.6%	11%	0%	-5.5	1128	4%	i	0.1
COc1ccccc1N1CCN(/N=C\c2ccccc2)CC1	1.1%	·	·	i	50	0.0%	-2%	8%	·	·	-18%	i	1.0
CC(C)Oc1ccc(Oc2ccc(C(F)(F)F)cn2)cc1	0.3%	16	-1	i	26	0.4%	8%	2%	-1.6	1121	4%	i	1.3
CC1(OC(=O)C2CCCC2)C(=O)C=C2C=C(c3ccsc3)N(C3CCCCC3)C=C2C1=O (centres undefined)	-1.0%	·	·	i	15	-2.4%	24%	5%	1.1	1041	3%	i	0.5
COc1ccc(-c2noc(CCCC(=O)NCc3ccco3)n2)cc1OC	-0.2%	5	-2	i	61	2.2%	3%	7%	-7.5	975	11%	i	1.0
COc1ccc(C(C)C)cc1S(=O)(=O)NC1CCCC1	-0.7%	·	·	i	17	1.7%	-1%	-4%	·	·	7%	i	1.3
C/C=C(/C(=C/C)c1ccc(O)cc1)c1ccc(O)cc1	-0.3%	63*	11*	i	20	-0.3%	16%&22%	0%&-3%	·	·	19%	i	2.2
CC(=O)OCC[C@H](NS(=O)(=O)OCC(Cl)(Cl)Cl)c1ccccc1	-0.8%	·	·	i	31	3.4%	3%	-5%	·	·	7%	i	1.7
Cn1ccnc1SCC(=O)Nc1ccc2c(c1)OC(F)(F)O2	-0.1%	6	13	i	40	-0.6%	4%	10%	-0.6	1038	·	·	·
O=C(CCC(=O)c1cccs1)Nc1ccccc1F	0.2%	-2	10	i	42	1.1%	3%	12%	-2.1	966	2%	i	1.5
CC(C)NC(NC(=O)/C=C/c1ccccc1)C(Cl)(Cl)Cl (centres undefined)	0.1%	-2	17	i	40	1.6%	7%	-4%	-0.2	1591	-1%	i	0.0
O=C(NCCCNC(=O)c1ccccn1)c1ccccn1	0.4%	-8	6	i	55	-0.1%	1%	-8%	·	·	7%	i	0.3
Nc1nc(N)c2sc3nc4c(cc3c2n1)CCC4	0.4%	-39	-12	i	48	12%	24%	26%	1.5	968	6%	i	0.7
Cc1ccsc1/C=N/Nc1cccc(C(=O)O)c1	0.2%	-6	7	i	29	2.1%	24%	-4%	0.4	1153	93µM*	i	0.6
CCOc1ccc(C(=O)NC(Cc2ccccc2)C(=O)OC)cc1 (centres undefined)	-0.8%	-10	-3	i	16	1.5%	1%	5%	-0.2	1289	7%	i	0.1
O=C(NC(CCl)c1ccccc1)c1ccc(Cl)cc1 (centres undefined)	0.1%	-1	-1	i	48	2.0%	10%	1%	-0.4	1346	6%	i	0.1

Compound activity from PubChem.
